Source: PubChem
TCR activator: T cell receptor activation | primary human leukocytes, anti-CD3, IL-2 HTRF, 48 h | 330,000 tested, under 10 active | Potency, µM (series often up to 9.22 µM), without a hit: at the highest dose activation of IL-2 secretion, actives largely listed as activators; note: % of control where 0% means no effect
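TCR engagement came from a-CD3 beads alone, with compounds added to primary human leukocytes for 48 hr. Secreted IL-2 bridged europium cryptate- and d2-labelled anti-IL-2 antibodies, giving FRET emission at 665nm after 320nm excitation.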
a7 integrin act: integrin-mediated muscular dystrophy alleviation activation; alpha7betagal myoblasts, beta-gal FDG fluorescence, 48 h; Potency, µM (highest dose often 38.3 µM), for the others: at the top dose activation, actives largely listed as activators; 0.064% of 350,000 active; AID 624291;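 note: potency is the fitted concentration of half-maximal effect; 100% = response of the positive control SU9516; nearly all actives have a fitted effect of over 60% in size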
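Alpha7betagal+/- myoblasts (passage 13) were plated 16-24 hr, then exposed to compounds (1:260 dilution of DMSO stock) for 48 hours at 37C. After MPER lysis, β-galactosidase reporter activity was read as FDG fluorescence (ex 480/em 540) after 30 minutes.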
ELG1 DNA repair: blocks ELG1-dependent DNA repair in HEK293T cells | HEK293T ELG1-luciferase reporter, luminescence, 16 h; DNA damage induced by 5-fluorouridine | Potency, µM (series often up to 46.1 µM), for inactives: top-dose activity change, negative = inhibition, hits mostly inhibitors | 2.3% of 330,000 active | AID 504467; note: potency is the fitted concentration of half-maximal effect; % is set by controls: 0 for no effect and ±100 for the full control effect; nearly all actives have a fitted effect of over 55% in size
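Luminescence from the luciferase reporter, measured 30 min after ONE-Glo reagent at room temperature, was the read-out. Beforehand, 2,000 cells per well were exposed for 16 hr at 37 °C to 5-fluorouridine together with compound or vehicle.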
A-T KAP1 phos: candidate therapy for ataxia-telangiectasia; […] A-T fibroblasts, KAP-1 phosphorylation AlphaLISA; neocarzinostatin DNA damage 30 min before lysis; Potency, µM (titrated, usually from 57.5 µM), inactives show at the top dose activation, hits mostly activators; 0.19% of 320,000 active; note: potency is the fitted concentration of half-maximal effect; % of control where 0% means no effect; nearly all actives have a fitted effect of over 45% in size
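ATM-like activity read as KAP-1 phosphorylation via AlphaLISA donor/acceptor antibody pairs after lysis and 6 hr at 25C. Cells were ATM-null patient fibroblasts ([…], hTERT), dosed 60 min, then exposed to the DSB inducer NCS for 30 min.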
B2AR arrestin: beta2AR (human) beta-arrestin recruitment activity | P07550 | beta-arrestin recruitment to beta2AR, cell-based reporter | Potency, µM (titrated, usually from 46.1 µM), for inactives: at the highest dose activation, actives largely listed as activators | 0.02% of 330,000 active | AID 492947;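 note: potency is the fitted concentration of half-maximal effect; 0% = DMSO controls and full agonism = EC100 isoproterenol or metaproterenol; nearly all actives have a fitted effect of over 65% in size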
Target sequence (P07550 whole entry, looked up): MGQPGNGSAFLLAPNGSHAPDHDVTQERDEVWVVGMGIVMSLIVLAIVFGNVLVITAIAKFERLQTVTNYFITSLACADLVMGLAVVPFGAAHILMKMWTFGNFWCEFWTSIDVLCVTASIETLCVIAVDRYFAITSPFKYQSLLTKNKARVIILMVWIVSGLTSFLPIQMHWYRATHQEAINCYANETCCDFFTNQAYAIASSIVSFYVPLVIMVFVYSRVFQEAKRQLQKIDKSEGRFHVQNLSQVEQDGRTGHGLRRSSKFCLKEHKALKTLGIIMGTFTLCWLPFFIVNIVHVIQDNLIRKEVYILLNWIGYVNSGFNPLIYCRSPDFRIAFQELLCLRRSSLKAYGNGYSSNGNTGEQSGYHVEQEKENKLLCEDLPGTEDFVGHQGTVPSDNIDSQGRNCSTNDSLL
MLL CXXC-DNA inh: MLL CXXC-DNA interaction inhibition; Q03164; MLL-CXXC / FITC-HOXA9 DNA fluorescence polarization; Potency, µM (titrated, usually from 115 µM), for inactives: top-dose activity change, negative = inhibition, most hits filed as inhibitors; 0.037% of 290,000 active; AID 2662; active = well fitted inhibition curve with a large enough effect in the polarisation, with a control signal flat, not every such curve was filed as active; inconclusive = small, poorly fitted or top-dose-only effect, or effect the other way, or a change in a side signal; inactive = no such curve, though single readings can be large or run the other way; the % refers to the polarisation; note: potency is the fitted concentration of half-maximal effect
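Fluorescence polarization: 7 uM MLL-CXXC (stock) preincubated 5 min with compounds, then 50 nM fluorescein-HOX-A9 DNA (stock) added; 30 min ambient. Buffer 50 mM Tris-HCl pH 7.5, 50 mM NaCl, 1 mM DTT, 0.05% BSA.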
p53 reactivator: re-activators of mutant p53; 0.063% of 320,000 active; AID 504706; Potency, µM (highest dose often 92.2 µM), for inactives: at the highest dose activity change, positive = activation, most hits filed as activators; H1299 p53-A138V BP100-luciferase reporter, luminescence, 24 h; note: potency is the fitted concentration of half-maximal effect; % of control where 0% means no effect; nearly all actives have a fitted effect of over 45% in size
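H1299 (p53-null), stable ts p53-A138V + BP100-Luc; 1000 cells/well, Opti-MEM/10% FBS; cpd 4 pt, 1:5; 24 h, 37 deg C, 5% CO2; detection reagent 10 min RT; luminescence.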
BRCA1 expr up: BRCA1 expression activation. 1.1% of 380,000 active. MCF7-BRCA1-FFLuc reporter, luminescence, 48 h; response scale: scaled: vehicle 0%, 10 µM genistein 100%. Potency, µM (top dose mostly 46.1 µM), without a hit: at the top dose activation, usual class: activators; note: potency is the fitted concentration of half-maximal effect; nearly all actives have a fitted effect of over 80% in size; some results filed as inactive show a strong effect at the top dose
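Cells: MCF7-BRCA1-FFLuc, 2000/well. Exposure: 48 h, 37 °C, 5% CO2. Read: luminescence, 15 min post-substrate. Controls: genistein 10 microM (maximal activation), DMSO (neutral).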
TSG101-PTAP inh: blocks PTAP/TSG101 interaction to inhibit HIV-1 budding; Fluorescence polarization, FITC-PTAP peptide / Tsg101 binding; Potency, µM (highest dose often 115 µM), inactives show at the top dose activity change, negative = inhibition, usual class: inhibitors; 340,000 tested, under 10 active; AID 493005; active = well fitted inhibition curve with a large enough effect in the main read-out, with a control signal flat, not every such curve was filed as active; inconclusive = small, poorly fitted or top-dose-only effect, or effect the other way, or a change in a side signal; inactive = no such curve, though single readings can be large or run the other way; note: potency is the fitted concentration of half-maximal effect; % of control where 0% means no effect
Target sequence (Q99816 whole entry, looked up): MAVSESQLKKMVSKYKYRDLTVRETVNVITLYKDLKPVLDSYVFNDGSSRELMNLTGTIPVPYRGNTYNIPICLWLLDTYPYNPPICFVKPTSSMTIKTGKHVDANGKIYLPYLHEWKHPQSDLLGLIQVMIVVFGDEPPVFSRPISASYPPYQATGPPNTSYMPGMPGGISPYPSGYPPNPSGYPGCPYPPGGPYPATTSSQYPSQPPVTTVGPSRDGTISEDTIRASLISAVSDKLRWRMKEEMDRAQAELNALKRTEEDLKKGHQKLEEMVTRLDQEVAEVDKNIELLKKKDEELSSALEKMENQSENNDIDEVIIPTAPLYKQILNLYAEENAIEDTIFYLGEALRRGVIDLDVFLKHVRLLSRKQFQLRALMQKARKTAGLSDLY
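Compounds were pin-transferred onto Tsg101 binding domain (10 uM final) in HEPES pH 7.5 buffer, then FITC-PTAP peptide was added at 50 nM final. After 20 min at RT, polarization reported peptide displacement across a qHTS concentration series.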
TRPV1 ag: agonists of human vanilloid receptor 1 (TRPV1) | Q8NER1 | TRPV1-expressing cells, Fluo-8 calcium influx, agonist mode | activation, % at 8.33 µM | 0.19% of 320,000 active | AID 540275; in the data active = activation above about 80%; inconclusive = between about 30% and that limit; note: 0% is about no effect
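TRPV1-expressing cells were cultured overnight at 35.5C and loaded with Fluo-8 calcium dye for 40 to 90 min at room temperature. After a 10 s baseline, compound was added and calcium influx was read kinetically for 3 min (ex 480/em 520 nm).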
Active calls of the source: *; ? = inconclusive; / = no result given; [ ] = remark or other dose. Unless noted, calls come from the whole dose curve; as a rule, active = well fitted curve in the direction sought with a large enough effect; inconclusive = small, poorly fitted or top-dose-only effect, or another doubt; inactive = no such curve, though single readings can be large; an effect the other way counts as inactive or inconclusive.

SMILES	TCR activator	a7 integrin act	ELG1 DNA repair	A-T KAP1 phos	B2AR arrestin	MLL CXXC-DNA inh	p53 reactivator	BRCA1 expr up	TSG101-PTAP inh	TRPV1 ag
CCN(CC(=O)NCc1ccc(F)cc1)C(=O)c1cc2ccccc2o1	-5%	9%	5%	12%	0.2%	4%	-3%	2%	-2%	6
Cc1nn(CC(=O)N2CCC(N3CCCCC3)CC2)c(=O)c2c1sc1ccccc12	-1%	-37%	11%	1%	-0.3%	-3%	-3%	4%	0%	0
O=C(Nc1nnc(-c2ccccc2F)s1)c1cccnc1	-10%	23%	?	-5%	0.2%	-5%	6%	63%	-6%	6
O=c1[nH]n(-c2ccc(Cl)cc2)c(=O)c(Cl)c1Cl	/	-18%[7.66 µM]	25%	4%	-0.5%	-6%	29%	-9%	-2%	-1
COc1ccc(CCN2C(=NC(=O)C(C)C)SC3CS(=O)(=O)CC32)cc1 (configuration not stated)	-9%	-18%	?	0%	0.2%	1%	-2%	2%	-2%	5
COc1ccc2nc(N3C(=O)CC(Cc4ccc(Cl)cc4)C3=O)sc2c1 (configuration not stated)	0%	28%	11%	11%	-0.5%	-20%	-1%	1%	-1%	5
COc1ccc(N2CC(C(=O)N[C@@H](C)C(=O)NCCc3ccccc3)CC2=O)cc1 (some centres not stated)	2%	-20%	21%	0%	-0.7%	-4%	7%	0%	-3%	-4
CCOC(=O)C1C(c2ccccc2)NC(=S)NC1(C)O (configuration not stated)	-1%	-4%	10%	-4%	-0.3%	9%	1%	1%	-1%	1
O=C1COc2ccc(C(=O)COC(=O)C3CCN(S(=O)(=O)c4cccs4)CC3)cc2N1	/	0%	-16%	0%	-0.3%	0%	-3%	12%	-2%	-3
COC(=O)COc1ccc(-n2cnnn2)cc1	-2%	18%	-18%	0%	-0.2%	21%	7%	9%	-4%	-2
COc1ccc(C2=NN(CC(=O)Nc3ccccc3C)C(=O)CC2)cc1	4%	19%	21%	8%	-0.3%	-3%	0%	23%	-7%	4
Cc1cc(C)cc(NC(=O)Nc2cccnc2)c1	-1%	?	20%	0%	-0.2%	18%	1%	83%	-4%	?
COC(=O)c1ccc(C)c(NC(=O)C2COc3ccccc3O2)c1 (configuration not stated)	-8%	-2%	-16%	-2%	0.2%	4%	-4%	20%	-4%	1
CC(=O)N1C(=O)N(C(C)=O)C2C1N(C(C)=O)C(=O)N2C(C)=O (configuration not stated)	-2%	15%[7.66 µM]	0%	0%	0.6%	-1%	27%	-1%	-2%	-4
O=C(CSc1ncccc1C(=O)O)NC1CCCCC1	7%	0%	10%	1%	-0.2%	6%	9%	4%	-1%	1
O=C(NNC(=O)c1ccccc1O)c1ccc(NS(=O)(=O)c2ccc(F)c(F)c2)cc1	-5%	12%	0%	-3%	0.1%	/	2%	-70%	-4%	-2
CN(CC(=O)Nc1ccc(F)cc1)C(=O)COC(=O)CNC(=O)c1ccc(Cl)cc1Cl	/	1%	11%	-1%	0.0%	/	-2%	3%	-1%	-1
COc1ccc(CNCc2cccc(Oc3ccccc3)c2)cc1	3%	-52%	-23%	2%	-0.1%	1%	6%	-33%	-5%	1
CCN(CC)C(=O)N1c2ccccc2C=Cc2ccccc21	-8%	2%	0%	/	0.1%	-6%	6%	52%	-3%	18
COC(=O)C1=C(C)NC(=O)C1(Nc1nccs1)C(F)(F)F (configuration not stated)	0%	-2%	0%	5%	-0.5%	3%	1%	-8%	-2%	0
COC(=O)CN(c1ccc(F)cc1)S(=O)(=O)c1ccccc1	-2%	20%	0%	-5%	-0.5%	1%	14%	22%	-4%	7
O=C(O)c1cccc(NC(=O)c2cccc(S(=O)(=O)N3CCc4ccccc43)c2)c1	-2%	5%	?	6%	-0.2%	-7%	5%	21%	1%	1
COc1cc(NS(=O)(=O)c2ccc(NC(=O)COc3ccc(C)cc3)cc2)nc(OC)n1	2%	14%	3%	-3%	-0.5%	6%	-3%	-13%	-2%	1
CC(=O)C1=C(O)C(=O)N(c2ccc(Br)cc2)C1c1cccc([N+](=O)[O-])c1 (configuration not stated)	0%	24%	-1%	-6%	0.0%	-21%	?	-20%	-12%	3
CCO[C@@H]1OC(C(=O)O)=C[C@H](c2ccc(Br)cc2)[C@H]1CCCO	3%	28%	14%	-10%	-0.4%	-15%	3%	0%	-3%	4
CN(C)S(=O)(=O)c1cccc(COC(=O)c2ccc3c(c2)OCO3)c1	6%	-38%	-8%	0%	0.0%	-1%	7%	4%	-5%	7
ONC(=Nc1ccccc1Cl)c1ccccc1Cl	4%	-26%	?	12%	-0.6%	4%	-5%	-17%	-4%	?
CC(/C=N/Nc1nnc2c(n1)[nH]c1ccccc12)=C\c1ccco1	-5%	15%	?	0%	-0.3%	28%	21%	-4%	-2%	1
CC(=O)N1CCN(Cc2nc3cc(NS(C)(=O)=O)ccc3n2C)CC1	0%	4%	4%	3%	0.2%	3%	-1%	-15%	-16%	1
COc1ccc(C(=O)NC(=S)N2CCNC(=O)C2)cc1Br	4%	27%	0%	7%	-0.1%	-2%	9%	-3%	3%	2
O=C1/C(=C/c2ccncc2)CCc2ccccc21	3%	-5%	-7%	-4%	-0.4%	11%	?	-50%	-8%	7
CC(C)(C)C(=O)NCCN1CCN(C(=O)C(C)(C)C)CC1	1%[46.1 µM]	8%	14%	1%	0.8%	1%	14%	-7%	-7%	-2
Cc1ccc(-c2nnc(CCC(=O)NCC3C4CC5CC(C4)CC3C5)o2)s1 (configuration not stated)	/	10%	?	2%	-1.0%	-15%	8%	?	3%	14
O=c1[nH]c(C2CCCN(S(=O)(=O)c3ccccc3)C2)nc2c1nnn2Cc1ccc(OC(F)(F)F)cc1 (configuration not stated)	2%	-4%	25%	-4%	0.0%	-9%	6%	3%	-1%	1
NC(N)=N/N=C/c1ccc(OS(=O)(=O)c2ccccc2)cc1	-3%	-61%[inhibitor]	?	-2%	-0.3%	4%	13%	-43%	1%	-7
Nc1ncnc2c1ncn2[C@@H]1O[C@H](CNC(=O)[C@@H](N)C2CCCCC2)[C@@H](O)[C@H]1O	-8%[46.1 µM]	-8%	5%	10%	-0.2%	/	2%	-4%	0%	/
Cc1ccc(S(=O)(=O)Nc2nnc(C3CCCCC3)s2)cc1	3%	9%	20%	3%	-0.3%	8%	11%	-18%	-4%	0
O=C(COC(=O)CSc1ccc(F)cc1)NCCCc1ccccc1	-15%	2%	9%	-6%	0.1%	/	-5%	-7%	0%	?
CCCn1c(N)c(NCCN2CCOCC2)c(=O)[nH]c1=O	0%	2%	10%	-1%	0.5%	-28%	-2%	-7%	-9%	-1
Cn1nnc(NC(=S)NC(=O)c2cc3ccccc3o2)n1	10%	10%	18%	3%	-0.2%	3%	-7%	15%	-5%	2
Cc1ccc(/C=C(\NC(=O)c2ccc(C)cc2)c2nc(=S)[nH][nH]2)cc1	-6%	?	?	-1%	-0.7%	-4%	-6%	-10%	0%	16
CCc1nc(N2CCN(C(C)=O)CC2)c(C#N)c2c1COC(C)(C)C2	4%	4%	2%	-1%	-0.4%	12%	-2%	-5%	-5%	?
CCC(CC)C(=O)c1c[nH]c(C(=O)NCC2CCCO2)c1 (configuration not stated)	-4%	-5%	-13%	1%	6.6%	12%	-3%	-6%	1%	1
O=C(C1CCCC1)N1CCN(S(=O)(=O)c2ccc(F)cc2)CC1	-3%	9%	4%	-4%	-0.1%	10%	-5%	-5%	0%	?
CC(O)[C@H]1CNCCN1CCc1cccc(F)c1 (some centres not stated)	-6%	-3%	15%	-2%	3.1%	/	-3%	0%	-1%	-3
C=CCNC(=S)N/N=C(\C)c1ccccn1	2%	-73%[inhibitor][7.66 µM]	0.18µM*	/	-0.9%	-6%	?	?	-2%	-4
COc1cccc2cc(C(=O)CC3(O)C(=O)N(Cc4ccccc4)c4ccccc43)c(=O)oc12 (configuration not stated)	-2%	-38%	-11%	-1%	-0.1%	14%	-2%	-5%	-3%	-2
O=C(NCc1ccco1)C1CCCN1C(=O)Nc1ccc(Cl)cc1 (configuration not stated)	-4%	0%	-3%	5%	-0.5%	2%	0%	18%	-2%	1

An excerpt of these results, with bars between the fields.
molecule | TCR activator | a7 integrin act | ELG1 DNA repair | A-T KAP1 phos | B2AR arrestin | MLL CXXC-DNA inh | p53 reactivator | BRCA1 expr up | TSG101-PTAP inh | TRPV1 ag
ONC(=Nc1ccccc1Cl)c1ccccc1Cl | 4% | -26% | ? | 12% | -0.6% | 4% | -5% | -17% | -4% | ?
CC(/C=N/Nc1nnc2c(n1)[nH]c1ccccc12)=C\c1ccco1 | -5% | 15% | ? | 0% | -0.3% | 28% | 21% | -4% | -2% | 1
